# Source: PubChem (National Center for Advancing Translational Sciences (NCATS))
# GALK inhibitor – galactokinase (human) inhibition. P51570. Purified GALK, Kinase-Glo residual ATP luminescence. Potency, µM (doses to about 57.5 µM), inactives show at the top dose activity change, negative = inhibition, most hits filed as inhibitors. actives 0.007% (n = 270,000). AID 1868; further: potency means the concentration at half of the fitted maximal effect; on the % scale 0 is the no-effect control and ±100 the full control effect
#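 5 nM enzyme, 35 uM ATP, 100 uM galactose, 20 mM HEPES pH8.0, 5 mM MgCl2; 1 h RT; residual ATP by Kinase-Glo Plus luminescence, qHTS format.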
# TSHR antag – blocks TSH signaling through the human TSH receptor. TSHR-expressing cells, TSH-stimulated cAMP HTRF, 2 h; hits give low values. activity change, negative = inhibition, % at 11.5 µM. actives 0.2% (n = 330,000);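 active means activity change below a set negative limit, meaning inhibition stronger than a set level, cut at about -70% in these data; inconclusive means activity change between two set negative limits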; further: on the % scale 0 is the no-effect control and ±100 the full control effect
#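 TSHR-expressing cells, 200/well, pre-treated with compound, then stimulated with EC80 TSH (4nM final) for 2 hours at 37 deg C. cAMP measured by competitive HTRF: anti-cAMP cryptate antibody in lysis buffer plus cAMP-d2, read after 30 minutes at room temperature.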
# Coupling enz – inhibits coupling enzyme system, counter-screen for aldolase hits; coupling enzyme system counterscreen, AmpLite Red fluorescence; activity change, negative = inhibition, % at 58.2 µM, hits read low; actives 0.67% (n = 290,000); in the data active means activity change below about -30%; further: on the % scale 0 is the no-effect control and ±100 the full control effect
#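 First, compound is pin-transferred into glyceraldehyde-3-phosphate coupling-enzyme reagent at 57.5 uM final and held 10 min at RT. Next, substrate, coupling system and AmpLite Red are added. After 20 min RT, fluorescence (525/598 nm) is read.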
# A-T KAP1 phos – potential ataxia-telangiectasia treatments restoring KAP-1 phosphorylation | […] A-T fibroblasts, KAP-1 phosphorylation AlphaLISA; neocarzinostatin DNA damage 30 min before lysis | Potency, µM (series often up to 57.5 µM), without a hit: at the top dose activation, usual class: activators | actives 0.19% (n = 320,000); further: potency means the concentration at half of the fitted maximal effect; % of control where 0% means no effect; nearly all actives have a fitted effect of over 45% in size
#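 ATM-like activity read as KAP-1 phosphorylation via AlphaLISA donor/acceptor antibody pairs after lysis and 6 hr at 25C. Cells were ATM-null patient fibroblasts ([…], hTERT), dosed 60 min, then exposed to the DSB inducer NCS for 30 min.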
# KCNH2 WT inh – inhibitors of human wildtype KCNH2 potassium channel. Q12809. U2OS, BacMam KCNH2, thallium flux FluxOr; hits give low values. activity change, % at 1.84 µM. actives 0.37% (n = 340,000). AID 720551;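 active means maximum activity change below -70%; inconclusive means maximum activity change between -70% and -50%; inactive means maximum activity change above -50%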; further: on the % scale 0 is the no-effect control and ±100 the full control effect
#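 U2OS cells transduced with wild-type KCNH2 virus are loaded with FluxOr dye for 45 min, and thallium flux is measured in kinetic reads before and after stimulation buffer. Rate constants are normalized to DMSO controls.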
# TCR activator – T cell receptor activation; 330,000 tested, under 10 active; Potency, µM (doses to about 9.22 µM), for inactives: at the top dose activation of IL-2 secretion, usual class: activators; primary human leukocytes, anti-CD3, IL-2 HTRF, 48 h; AID 504894; further: % of control where 0% means no effect
#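 TCR engagement came from a-CD3 beads alone, with compounds added to primary human leukocytes for 48 hr. Secreted IL-2 bridged europium cryptate- and d2-labelled anti-IL-2 antibodies, giving FRET emission at 665nm after 320nm excitation.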
# MLL CXXC-DNA inh – MLL CXXC-DNA interaction inhibition; Q03164; MLL-CXXC / FITC-HOXA9 DNA fluorescence polarization; Potency, µM (titrated, usually from 115 µM), for inactives: at the top dose activity change, negative = inhibition, usual class: inhibitors; actives 0.037% (n = 290,000); AID 2662; active means well fitted inhibition curve with a large enough effect in the polarisation, with a control signal flat, not every such curve was filed as active; inconclusive means small, poorly fitted or top-dose-only effect, or effect the other way, or a change in a side signal; inactive means no such curve, though single readings can be large or run the other way; the % refers to the polarisation; further: potency means the concentration at half of the fitted maximal effect
#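 Steps: dispense CXXC domain solution (7 uM) → pin compounds or unlabeled HOX-A9 DNA control → 5 min ambient → add FLSN-HOX-A9 solution (50 nM) → spin → 30 min ambient → fluorescence polarization. Tris pH 7.5/NaCl/DTT/BSA buffer.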
# Tb PFK block – T. brucei PFK enzyme inhibition; O15648; T. brucei PFK, ADP-Glo luminescence; Potency, µM (titrated, usually from 57.5 µM), without a hit: at the top dose activity, negative = inhibition, actives largely listed as inhibitors; actives 0.17% (n = 330,000); AID 485367;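 further: potency means the concentration at half of the fitted maximal effect; 0% = uninhibited 1x PFK enzyme wells and -100% = no-enzyme wells; nearly all actives have a fitted effect of over 60% in size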
#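 ADP-Glo luminescence quantified ADP after 45 min at room temperature, with 1.25 nM T. brucei PFK, 0.1 mM ATP and 0.5 mM fructose-6-phosphate in pH 8.0 TEA buffer. qHTS titrations up to 57 µM; curves classified by quality.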
# Giardia killer – Giardia lamblia killing | actives 0.15% (n = 340,000) | AID 540267 | Giardia lamblia trophozoite viability | activity change, % at 7.66 µM, hits read low; in the data active means activity change below about -80%; inconclusive means between about -30% and that limit;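 further: parasites exposed to compound for two days anaerobically before the ATP read; on the % scale 0 is the no-effect control and ±100 the full control effect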
#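 Luminescence from cellular ATP indicates surviving trophozoites (100 cells/well) following 48 hrs anaerobic compound treatment at 37 deg C; signal develops 15-30 min at room temperature.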
# BCR signal inh – inhibitors of chronic active B-cell receptor signaling; ABC-DLBCL IkBa-CBG/CBR reporter, luminescence ratio, 4 h; Potency, µM (top dose mostly 46.1 µM), without a hit: at the highest dose ratio change, negative = lower green/red ratio, hits mostly inhibitors; actives 0.05% (n = 340,000); AID 493014; active means well fitted inhibition curve with a large enough effect in the signal ratio, with a control signal flat, not every such curve was filed as active; inconclusive means small, poorly fitted or top-dose-only effect, or effect the other way, or a change in a side signal; the % refers to the signal ratio;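 further: potency means the concentration at half of the fitted maximal effect; plate controls were basal doxycycline-induced cells for no effect and cells given 10 µM MG132 for full effect; MG132 reads +100%, hits lower the ratio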
#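 TMD8 human ABC-DLBCL cells with doxycycline-inducible IκBα–green luciferase fusion and unfused red luciferase, in 0.5% FBS medium; compounds up to 46 uM, 4 h at 37C. Green/red luminescence ratio, filter-overlap corrected, fitted to concentration-response curves.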
# Active calls of the source: *; ? = inconclusive; nt = not tested or not shown; & = joins results of further samples; [ ] = remark or other dose. Unless noted, the call rests on the fitted dose curve; in most records, active means well fitted curve in the direction sought with a large enough effect; inconclusive means small, poorly fitted or top-dose-only effect, or another doubt; inactive means no such curve, though single readings can be large; an effect the other way counts as inactive or inconclusive. The order is random; any-hit rate near 1.6%.
SMILES,GALK inhibitor,TSHR antag,Coupling enz,A-T KAP1 phos,KCNH2 WT inh,TCR activator,MLL CXXC-DNA inh,Tb PFK block,Giardia killer,BCR signal inh
COc1ccc(CC(=O)N/N=C(\C)c2cccs2)cc1OC,-2%,2,nt,9%,5,-3%,-8%,1%,18,-3%
CC(=O)c1c(C)[nH]c(C(=O)CN2C(=O)NC(CCc3ccccc3)C2=O)c1C (stereo not given),5%,-4,3,-3%,3,-2%,18%,-2%,-28,6%
O=C(O)c1ccccc1C(=O)NNc1cccc(Cl)n1,16%,-4,5,1%,-29,2%,?,4%,-25,-2%
CCC(=O)Nc1nonc1-c1nc2ccccc2n1Cc1ccccc1,-2%,-6,2,-1%,9,-10%,-1%,-1%,2,?
Cc1nn(S(=O)(=O)c2ccc(Br)cc2)c(C)c1S(=O)(=O)N1CCOCC1,2%,0,nt,4%,-4,4%,-5%,0%,-5,1%
CC(=O)Oc1ccc2c(C)cc(=O)oc2c1C(=O)c1ccccc1,-1%,-2,6,-6%,10,-4%[46.1 µM],19%,0%,6,-13%
COc1ccc(CC(=O)N2CCc3ccccc32)cc1,4%,-23,1,nt,-7,9%[46.1 µM],-3%,0%,5,-20%
O=C1/C(=C\Nc2ccc(OC(F)(F)F)cc2)CCN1c1ncccn1,2%,-7,1,2%,0,2%,1%,1%,18,?
CC(C)OCC(O)CN1CCN(CCN2C(=O)c3cccc4cccc(c34)C2=O)CC1 (stereo not given),-1%,-2,2,0%,11,7%,5%,-2%,-21,-11%
CCC[N+](CC#CCO)(CC#Cc1ccccc1)CCC,1%,-3,-1,-35%,-15,2%,4%,1%,8,1%
O=C(Cc1n[nH]c(=O)[nH]c1=O)N/N=C/c1ccccc1,-1%,4,0,-2%,9,nt,-4%,0%,-11,-4%
O=C(NC(=S)Nn1cnnc1)c1ccccc1Br,-2%,16,-2,13%,-6,3%,5%,-4%,-8,?
O=C(NCCC(=O)N(Cc1ccco1)Cc1cccs1)c1ccc([N+](=O)[O-])cc1,nt,nt,nt,-2%,12,-6%,nt,7%,26,-5%
Cc1cccc(C(=O)Nc2ccc(C(=O)Nc3ccc(O)cc3)cc2)c1,3%,5,-4,7%,-2,0%,?,3%,-18,7%
CCN(CC)CCCN(C(C)=O)c1nc(-c2cc(OC)ccc2OC)cs1,3%,-13,-1,?,11,4%,-9%,1%,-18,-12%
CCOC(=O)N1CCN(C(=O)CSCC(=O)Nc2nc(-c3ccc4c(c3)OCO4)cs2)CC1,-1%,-11,-1,-8%,-3,-2%,-7%,0%,34[activator],?
O=S(=O)(/C=C/c1ccccc1)Oc1ccccc1,0%,4,4,-1%,-11,3%,-11%,-3%,6,21%
O=C(NNS(=O)(=O)c1ccccc1F)c1sccc1-n1cccc1,1%,-4,0,1%,1,nt,?,-3%,-8,0%
COc1ccc(C(=O)NCCCN2CCCC2=O)cc1,1%,17,-3,3%,0,5%,-2%,3%,16,?
COc1ccc(NC(=O)CCOc2ccccc2)cc1,0%,4,2,2%,-7,-1%,-7%,0%[0.46 µM],4,?
CC1(OC(=O)C2CCCC2)C(=O)C=C2C=C(c3ccsc3)OC=C2C1=O (stereo not given),3%,-17,-11&-2,19%,0,-3%,4%,0%,16,6%
O=C(CC1C(=O)NCCN1Cc1c(F)cccc1Cl)NCCc1ccccn1 (stereo not given),4%,7,-8,-3%,-1,-1%,-2%,-12%,38[activator],?
Cc1ccc(C(=O)N2CCCCC2)cc1S(=O)(=O)N1CCOCC1,7%,10,-2,7%,-14,0%,?,-2%,14,0%
CN(C)/C=N/C(=S)Nc1ccc(Cl)c(Cl)c1,-2%,1,0,3%,-1,4%,-1%,-5%,-15,-20%
Cc1cccc(-n2ncc3c(NCc4cccnc4)ncnc32)c1,2%,2,-1,-19%,-13,0%,-3%,-2%,-30,12%
# Next section:
SMILES,GALK inhibitor,TSHR antag,Coupling enz,A-T KAP1 phos,KCNH2 WT inh,TCR activator,MLL CXXC-DNA inh,Tb PFK block,Giardia killer,BCR signal inh
Nc1nnc(SCC(=O)Nc2nccs2)s1,0%,-14,1,-5%,28,-7%,-8%,5%,7,6%
C#CCOCCOCCOCCNc1nc(N2CCN(C(=O)Cn3cc(CCCCN)nn3)CC2)nc(N2CCN(C(=O)[C@H]([C@@H](C)CC)n3cc(CCCCN)nn3)CC2)n1,nt,6,nt,-24%,-11,12%,nt,0%,-18,3%
CCc1nc2ccc(C(=O)NCc3ccco3)cc2nc1CC,-4%,-8,3,-5%,-1,-15%,-2%,1%,-10,?
CC(=O)Nc1ccc(NC(=O)[C@@H](NC(=O)c2ccccc2F)C(C)C)cc1,0%,1,0,43%,-4,1%,-1%,2%,0,?
O=C1C=C(NCc2ccc(Cl)c(Cl)c2)C2(CCCCC2)O1,-1%,-18,1,0%,1,-1%,9%,17µM*,-8,-1%
Nn1cnnc1SCC(=O)Nc1ccc2c(c1)OCCO2,1%,-3,-1,11%,-15,3%,6%,-4%,1,-1%
CC1(NC(=O)c2cccc(S(=O)(=O)N3CCN(c4ccccc4)CC3)c2)CCS(=O)(=O)C1 (stereo not given),nt,37,nt,10%,-22,1%,nt,-5%,-7,2%
COc1ccc(C(CNC(=O)CCNS(=O)(=O)c2ccc(C)cc2)N2CCOCC2)cc1 (stereo not given),nt,-3,nt,0%,0,4%,nt,1%,11,-1%
C=CCn1c(N)c(C(=O)NCC2CCCO2)c2nc3ccccc3nc21 (stereo not given),3%,-6,-56*,28%,2,1%,-14%,-3%,-9,?
Cc1cccc(C)c1OCCCCN1CCCCC1,4%,3,1,8%,-16,-1%,12%,-2%,19,3%
C=CCNC(=O)C1CC(=O)N(c2ccc(OCC(=O)Nc3ccccc3)cc2)C1 (stereo not given),0%,6,5,2%,3,-5%,4%,0%,1,14%
O=C(CCCCl)NC1=NN(c2ccccc2)C(=O)C1,-1%,4,1,1%,11,-6%[46.1 µM],1%,20%,9,?
COc1ccccc1Nc1nnc(SCC(=O)N2CCCC2=O)s1,11%,0,3,3%,-14,5%,10%,5%,4,-1%
CCOC(=O)c1nn(-c2ccc(F)cc2)c2nc(-c3ccccc3)c(C#N)c(=O)n12,1%,-6,4,-8%,5,-1%[46.1 µM],8%,-1%,-14,0%
Cc1cc(N2C(=O)C(O)=C(C(=O)c3ccco3)C2c2ccccc2F)no1 (stereo not given),4%,-12,nt,7%,-6,0%,14%,-4%,15,4%

# Part of the list above in order of count of non-hydrogen atoms, rising.
SMILES,GALK inhibitor,TSHR antag,Coupling enz,A-T KAP1 phos,KCNH2 WT inh,TCR activator,MLL CXXC-DNA inh,Tb PFK block,Giardia killer,BCR signal inh
Cc1cccc(C)c1OCCCCN1CCCCC1,4%,3,1,8%,-16,-1%,12%,-2%,19,3%
Nn1cnnc1SCC(=O)Nc1ccc2c(c1)OCCO2,1%,-3,-1,11%,-15,3%,6%,-4%,1,-1%
CCc1nc2ccc(C(=O)NCc3ccco3)cc2nc1CC,-4%,-8,3,-5%,-1,-15%,-2%,1%,-10,?
COc1ccccc1Nc1nnc(SCC(=O)N2CCCC2=O)s1,11%,0,3,3%,-14,5%,10%,5%,4,-1%
C=CCn1c(N)c(C(=O)NCC2CCCO2)c2nc3ccccc3nc21 (stereo not given),3%,-6,-56*,28%,2,1%,-14%,-3%,-9,?
Cc1cc(N2C(=O)C(O)=C(C(=O)c3ccco3)C2c2ccccc2F)no1 (stereo not given),4%,-12,nt,7%,-6,0%,14%,-4%,15,4%
C=CCNC(=O)C1CC(=O)N(c2ccc(OCC(=O)Nc3ccccc3)cc2)C1 (stereo not given),0%,6,5,2%,3,-5%,4%,0%,1,14%
CCOC(=O)c1nn(-c2ccc(F)cc2)c2nc(-c3ccccc3)c(C#N)c(=O)n12,1%,-6,4,-8%,5,-1%[46.1 µM],8%,-1%,-14,0%
C#CCOCCOCCOCCNc1nc(N2CCN(C(=O)Cn3cc(CCCCN)nn3)CC2)nc(N2CCN(C(=O)[C@H]([C@@H](C)CC)n3cc(CCCCN)nn3)CC2)n1,nt,6,nt,-24%,-11,12%,nt,0%,-18,3%
